AMA1 RON2 block = AMA1-RON2 (P. falciparum) interaction inhibition. AlphaScreen AMA1-biotinylated RON2 peptide binding. Potency, µM (series often up to 58.2 µM), inactives show at the highest dose activity change, negative = inhibition, hits mostly inhibitors. 360,000 tested, 0.2% active. AID 720542;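 note: potency is the fitted concentration of half-maximal effect; 0% = vehicle wells and -100% = peptide control; nearly all actives have a fitted effect of over 45% in size; some results filed as inactive show a strong effect at the top dose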
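AMA1 (3D7) with his tag at 25 nM final met compounds first, then biotinylated RON2 peptide at 25 nM; detection used donor plus acceptor beads, 10 µg/mL apiece, read by AlphaScreen after 30 min at room temperature.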
Pf growth 96h = P. falciparum growth inhibition at 96 hours; P. falciparum luciferase reporter growth, 96 h; Potency, µM (doses to about 28.7 µM), inactives show at the highest dose activity change, negative = inhibition, most hits filed as inhibitors; 320,000 tested, 6.9% active; note: potency is the fitted concentration of half-maximal effect; % is set by controls: 0 for no effect and ±100 for the full control effect
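Two-generation exposure (96 h) targets delayed-death phenotype. Reporter parasites carrying integrated firefly luciferase, in red cells at 2% hematocrit and 0.05% parasitemia final, kept at 37 C, 5% CO2; luminescence loss indicates inhibition.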
CHX counter = affects cycloheximide protein synthesis inhibition readout, counter-screen; 300,000 tested, 12% active; max response, %; AID 2314; cell reporter, cycloheximide protein synthesis inhibition counterscreen; in the data active = max response mostly above about 13%, no sharp cut-off; inactive = mostly below about 14%; note: read at 38.3 µM for the half of the compounds with a filed dose; 0% is about no effect
Tb PYK inh = inhibitors of Trypanosoma brucei pyruvate kinase. Q57TT1. TbPYK enzyme, Kinase-Glo Plus ATP luminescence, 45 min. Potency, µM (highest dose often 76.8 µM), without a hit: at the highest dose activity, negative = inhibition, most hits filed as inhibitors. 410,000 tested, 0.12% active; note: potency is the fitted concentration of half-maximal effect; % is set by controls: 0 for no effect and ±100 for the full control effect; nearly all actives have a fitted effect of over 50% in size
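T. brucei PYK with substrate was exposed to pin-transferred compounds across a concentration series, then started with 130 uM ADP (final). After 45 min at room temperature, Kinase-Glo Plus luminescence was read, normalized and curve-fitted.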
Pf growth 48h = inhibits P. falciparum growth in the first generation, 48 h | P. falciparum luciferase growth in erythrocytes, 48 h | 310,000 tested, 5.9% active | Potency, µM (doses to about 28.7 µM), without a hit: at the top dose activity change, negative = inhibition, usual class: inhibitors; note: potency is the fitted concentration of half-maximal effect; % is set by controls: 0 for no effect and ±100 for the full control effect
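Growth was read as firefly luciferase luminescence after a 48 h, 37 C, 5% CO2 exposure of compounds to reporter-bearing P. falciparum cultures (0.1% parasitemia, 2% hematocrit final) in Albumax-supplemented RPMI 1640.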
LmPK inhibitor = blocks Leishmania mexicana pyruvate kinase activity. Q27686. purified LmPK, Kinase-Glo ATP luminescence, 1 h. Potency, µM (series often up to 57.5 µM), without a hit: at the highest dose activity change, negative = inhibition, hits mostly inhibitors. 290,000 tested, 0.37% active. AID 1721; note: potency is the fitted concentration of half-maximal effect; % is set by controls: 0 for no effect and ±100 for the full control effect
Target sequence (Q27686 whole entry, looked up): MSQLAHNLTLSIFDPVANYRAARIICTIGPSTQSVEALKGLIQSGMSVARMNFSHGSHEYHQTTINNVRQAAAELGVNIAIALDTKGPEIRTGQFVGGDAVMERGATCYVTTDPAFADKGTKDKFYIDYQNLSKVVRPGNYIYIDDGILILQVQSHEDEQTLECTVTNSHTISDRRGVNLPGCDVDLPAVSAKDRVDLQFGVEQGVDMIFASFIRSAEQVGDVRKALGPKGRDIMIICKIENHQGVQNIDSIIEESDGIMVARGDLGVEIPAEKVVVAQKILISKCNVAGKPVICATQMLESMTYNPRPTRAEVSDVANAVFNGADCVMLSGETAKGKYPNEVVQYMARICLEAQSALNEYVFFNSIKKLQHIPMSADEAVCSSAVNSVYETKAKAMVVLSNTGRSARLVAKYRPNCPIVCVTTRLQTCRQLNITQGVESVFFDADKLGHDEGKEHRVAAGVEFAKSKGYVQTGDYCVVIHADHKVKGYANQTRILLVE
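qHTS format; LmPK 0.1 nM; substrates PEP 0.5 mM and ADP 0.1 mM. One-hour room-temperature incubation, then coupled luciferase luminescence; 0.5 nM enzyme wells mark activation.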
Shiga toxin inh = inhibitors of Shiga toxin in Vero cells; Vero cells, Shiga toxin protein synthesis inhibition reporter; inhibition, % at 38.7 µM; 290,000 tested, 9.2% active; AID 2315; in the data active = inhibition mostly above about 28%, no sharp cut-off; inactive = mostly below about 43%; note: 0% is about no effect
Starred values were filed as active, the others as inactive; u = inconclusive; x = not tested or not shown; & = joins results of further samples; [ ] = another dose, or the depositor's remark. Unless noted, calls come from the whole dose curve; as a rule, active = well fitted curve in the direction sought with a large enough effect; inconclusive = small, poorly fitted or top-dose-only effect, or another doubt; inactive = no such curve, though single readings can be large; an effect the other way counts as inactive or inconclusive.

SMILES | AMA1 RON2 block | Pf growth 96h | CHX counter | Tb PYK inh | Pf growth 48h | LmPK inhibitor | Shiga toxin inh
Cc1ccc(S(=O)(=O)N2CC(O)CC2C(=O)O)cc1 (centres undefined) | 0% | 26% | -2 | 6% | 3% | -1% | -6
CCCCn1c(=O)[nH]c(=O)c2c1nc(-c1ccc(-c3ccccc3Br)o1)n2CC | 1% | u | -3 | -18% | -5% | -7% | -9
COc1ccc(CCC(=O)NNC(=O)Nc2cccc(Cl)c2)cc1 | 133%[activator] | 52%[activator] | 9 | -1% | 12% | 7% | -4
O=C(CCl)NCCCCCCCCCNC(=O)CCl | 19% | 1.5µM* | 1 | -1% | 1.9µM* | -6% | 14
COc1ccc(S(=O)(=O)Cc2ccc(C(=O)N3CCC4(CC3)OCCO4)o2)cc1 | -15% | -10% | -1 | 2% | x | 5% | 3
CCOC(=O)C1CCCN(S(=O)(=O)c2ccc(OC)c3ccccc23)C1 (centres undefined) | -14% | x | -1 | -20% | u | 0% | -5
Cc1nc(NCc2ccco2)c2c3c(sc2n1)CCC3 | 6% | -4% | -2 | -1% | -13% | -4% | -7
Cc1cccc(-n2ncc3c(=O)[nH]c(SCC(=O)N4CC(=O)Nc5ccccc54)nc32)c1 | 10% | 9% | x | -1% | u | x | x
O=C(Nc1cc(=O)c2ccccc2o1)N1CCOCC1 | -18% | 7% | -2 | -7% | u | -5% | 2
COc1ccc(C(=O)Nc2nc3ccccc3s2)cc1OC | -2% | 122%[activator] | 1 | 2% | u | 0% | 16
Cc1cccc(N2CCN(C(=O)c3csc4ccccc34)CC2C)c1 (centres undefined) | -24% | 91%[activator] | 3 | -6% | -19% | 0% | -7
CN(C)CCSc1nc(-c2ccccc2)nc2c1CCCC2 | 15% | u | -4 | 0% | u | 4% | -9
COc1ccc(OCc2cc(C(=O)N(C)C3CCOCC3)no2)c2ccccc12 | -8% | -4% | 47* | 1% | -19% | 1% | 101*
COc1ccc(-c2cc(C(F)(F)F)nc(S(=O)(=O)CCCC(=O)Nc3cccc(O)c3)n2)cc1OC | -16% | -4% | 2&11 | -6%&-10% | u | 3% | -15&24
COc1ccc2[nH]c(C(=O)N/N=C/c3ccc(OC)c(O)c3)cc2c1 | 5% | u | 12 | -6% | u | -6% | 20
Cc1ccc(OCCC(=O)Nc2ccc3c(c2)OCCCO3)cc1 | -3% | 32%[activator] | x | -4% | 58%[activator] | x | x
CC/C(O)=C(/C#N)c1nnc2n1CCCCC2 | 4% | -26% | -4 | 0% | -19% | 2% | -1
NS(=O)(=O)c1ccc(NC(=O)c2cc(=O)c3ccccc3o2)cc1 | -13% | u | 7 | 0% | 2% | 6% | 30
CC(C)C1C(=O)NC(=S)N1S(=O)(=O)c1ccc(C(C)(C)C)cc1 (centres undefined) | 18% | -25% | -10 | -20% | x | 3% | -17
CCOC(=O)C1=NNC2(c3ccccc3)C(=O)N(c3cccc(Br)c3)C(=O)C12 (centres undefined) | -14% | -7% | 3 | 8% | -4% | 2% | 8
CC(C)(C)NC(=O)CCN(/N=C/c1ccccc1O)C1=NS(=O)(=O)c2ccccc21 | -1% | 23% | -2 | 7% | u | 11% | -10
CCC(O)c1cc2c(cc1NC(=O)c1cccs1)OCCO2 (centres undefined) | -5% | 22% | 2 | -11% | -11% | 3% | -8
CC(C)(C)NS(=O)(=O)c1ccc(NC(=S)NC(=O)C2CCC2)cc1 | 7% | u | 7 | -20% | 11% | 1% | 2
COc1ccc2cc(C)c3nnc(SCc4cccnc4)n3c2c1 | -4% | 11% | -1 | 4% | 25% | -2% | -4
COc1ccc(OC)c(NC=C2C(=O)OC3(CCCCC3)OC2=O)c1 | 9% | -8% | -1 | 3% | u | 4% | 6
CCOC(=O)C1(Cc2ccccc2C)CCCN(C(=O)CCC(=O)OC)C1 (centres undefined) | 7% | u | -2 | 7% | -7% | 1% | 11
COc1ccc(NC(=O)c2cc3c(=O)n(C)c4ccccc4c3n2C)cc1OC | -11% | u | -6 | 8% | x | 7% | -8
N#C/C(=C\c1cccc([N+](=O)[O-])c1)C(=O)NCc1ccc(Cl)cc1 | u | u | -3 | -13% | u | -1% | 14
O=C(/C=C/c1ccc(Cl)cc1Cl)NCCSc1ccccc1 | 41%[activator] | 56%[activator] | 12 | -10% | -11% | -1% | -9
COc1ccc(NS(=O)(=O)c2cn(C)nc2C)cc1 | 9% | 9% | 1 | 2% | 13% | 2% | -8
COCCCNC(=S)Nc1cccc(S(=O)(=O)NC2=NCCC2)c1 | -8% | 23% | -2 | -2% | 15% | -6% | 10
CCCC1=Nc2cc(C(=O)NCc3ccco3)ccc2Sc2ccccc21 | -24% | 2.9µM* | 12 | -16% | 4.7µM* | -2% | -9
COc1ccccc1N1CCN(C(=O)c2cc(-c3ccc(Cl)cc3)on2)CC1 | 34% | 46%[activator] | 18 | -9% | -2% | 5% | 4
COc1cc(/C=N/Nc2nnc3c(n2)[nH]c2ccccc23)ccc1O | 9% | -11% | 14 | -4% | u | -3% | -4
CCCc1ccc(S(=O)(=O)NCc2nnc(SC)n2C)cc1 | -14% | u | -2 | 3% | 38%[activator] | 3% | -5
CC1CCN(S(=O)(=O)c2ccc(F)c(C(=O)O)c2)CC1 | -2% | -25% | -4 | 5% | u | 0% | -10
C=CCSC1=C(C#N)C(c2ccccc2Cl)C(C(=O)c2cccs2)C(O)(C(F)(F)F)N1 (centres undefined) | 0% | u | -1 | -12% | 20% | 2% | -9
COc1cc(OC)c(NC(=O)c2cc(S(=O)(=O)N3CCOCC3)cn2C)cc1Cl | 0% | -7% | 0 | 1% | u | -1% | 6
Cc1c(Br)c(C(F)(F)F)nn1CC(=O)NCC1CCCO1 (centres undefined) | -2% | x | -3 | -2% | 21% | 1% | -6
Cc1csc(NC(=O)CSc2nc(C(C)C)nc3c2c(=O)n(C)c(=O)n3C)n1 | 7% | 0% | -2 | -5% | -13% | 6% | -7
CCN1CCN(C(c2cccs2)C(C)NC(=O)c2ccccc2OC)CC1 (centres undefined) | 4% | -4% | 5 | -2% | -20% | 2% | 18
COCc1cc(C)n(CC(=O)NCC2CCCO2)c(=O)c1C#N (centres undefined) | 10% | -3% | -6 | 4% | 3% | 0% | -21
CCN1CCN(S(=O)(=O)c2ccc3c(c2)OCCO3)CC1 | 1% | -6% | -6 | 1% | x | -3% | -11
O=C(Nc1ccc(N2C(=O)C3C4C=CC(C4)C3C2=O)cc1Cl)c1cccs1 (centres undefined) | -4% | u | 6 | 3% | 2% | 3% | 3
O=c1c2sccc2n(Cc2ccc(F)cc2)c(=O)n1-c1ccc(F)cc1 | -16% | u | -1 | 0% | -19% | 2% | 12
O=S(=O)(Nc1nc(SCc2ccc(Cl)cc2)n[nH]1)c1ccccc1 | -12% | -9% | 7 | -6% | 1% | 11% | 6
CN1CCN(C(=O)c2cc3sc4ccccc4c3s2)CC1 | 9% | 398%[activator] | 39* | -18% | 165%[activator] | -20% | 49
OC(CNCc1ccccn1)c1ccccc1 (centres undefined) | 93%[activator] | -10% | -2 | -4% | 1% | 2% | -6
CN1CCN(CC(=O)NN(Cc2ccccc2)c2ccccc2)CC1 | -26% | 53%[activator] | -2 | -10% | 28% | -7% | 32
Cn1cc(/C=C/C(=O)c2ccccc2)c2ccccc21 | -22% | 35%[activator] | 41* | 1% | -4% | -7% | 74*
O=C(c1ccco1)N1CCN(c2c([N+](=O)[O-])nn(-c3cccc(Cl)c3)[n+]2[O-])CC1 | -7% | u | 14* | 4% | 20% | 12% | 22
COC(=O)CN1C(=O)C(C)(C)Oc2ccc(C(=O)Nc3cccc(OC)c3)cc21 | 13% | 7% | -6 | 8% | u | 1% | -1
CCOCCCNC(=O)C1CCC(CNS(=O)(=O)c2cccc3nsnc23)CC1 (centres undefined) | -2% | 3.7µM* | -2 | -15% | 2% | 0% | 9
Cc1ccc(CN2CCc3c(OCC(=O)Nc4cc(C)ccc4C)cccc3C2=O)cc1 | x | 5.9µM* | 2 | x | u | -4% | 2
Cc1nc2cc(-c3ccccc3)nn2c(C)c1CCC(=O)N1CCN(c2ccccc2)CC1 | 8% | -47% | 10 | -1%&0% | x | 1% | 12
CC(=O)Nc1ccc(S(=O)(=O)Nc2cccc(-c3ccc4nncn4n3)c2)cc1 | -4% | 2.1µM* | -3 | -1% | -26% | 3% | -7
COc1ccccc1C(=O)NC(=O)COC(=O)Cc1n[nH]c(=O)c2ccccc12 | 0% | 45%[activator] | x | 5% | 0% | x | x
COc1ccccc1C1CC(=O)Nc2cc(C)c(C)cc21 (centres undefined) | -4% | 13µM* | 2 | -4% | -21% | 9% | x
Cc1ccc(S(=O)(=O)N2CCCC(C(=O)NC3CC3)C2)cc1 (centres undefined) | -11% | -9% | 8 | -2% | -3% | 1% | 20
Cc1c(NC(=S)N/N=C/c2cccc(O)c2)c(=O)n(-c2ccccc2)n1C | 49%[activator] | 0% | 8 | -1% | 30%[activator] | -2% | 27

Retrieved by compound from above:
SMILES | AMA1 RON2 block | Pf growth 96h | CHX counter | Tb PYK inh | Pf growth 48h | LmPK inhibitor | Shiga toxin inh
COc1ccccc1C(=O)NC(=O)COC(=O)Cc1n[nH]c(=O)c2ccccc12 | 0% | 45%[activator] | x | 5% | 0% | x | x
COC(=O)CN1C(=O)C(C)(C)Oc2ccc(C(=O)Nc3cccc(OC)c3)cc21 | 13% | 7% | -6 | 8% | u | 1% | -1
COCc1cc(C)n(CC(=O)NCC2CCCO2)c(=O)c1C#N (centres undefined) | 10% | -3% | -6 | 4% | 3% | 0% | -21
O=c1c2sccc2n(Cc2ccc(F)cc2)c(=O)n1-c1ccc(F)cc1 | -16% | u | -1 | 0% | -19% | 2% | 12

Whole records from above.
O=C(c1ccco1)N1CCN(c2c([N+](=O)[O-])nn(-c3cccc(Cl)c3)[n+]2[O-])CC1 reads AMA1 RON2 block: -7%; Pf growth 96h: u; CHX counter: 14*; Tb PYK inh: 4%; Pf growth 48h: 20%; LmPK inhibitor: 12%; Shiga toxin inh: 22
Cc1ccc(CN2CCc3c(OCC(=O)Nc4cc(C)ccc4C)cccc3C2=O)cc1 reads AMA1 RON2 block: x; Pf growth 96h: 5.9µM*; CHX counter: 2; Tb PYK inh: x; Pf growth 48h: u; LmPK inhibitor: -4%; Shiga toxin inh: 2

Following part.
SMILES | AMA1 RON2 block | Pf growth 96h | CHX counter | Tb PYK inh | Pf growth 48h | LmPK inhibitor | Shiga toxin inh
COc1ccc(/C=C/C(=O)NC(=S)N2CCCCC2)cc1OC | 108%[activator] | 38%[activator] | 1 | -2% | -4% | 1% | -6
Cc1ccc(CN2CCC(Oc3cccc(C(=O)N(C)CCN(C)C)c3)CC2)cc1C | 2% | 7% | -2 | -2% | 9.3µM* | 1% | x
CCn1c2ccccc2c2cc(CNCCCN3CCOCC3)ccc21 | -4% | 4% | -3 | 3% | u | 2% | -4
Cc1cc(C)n(C(C[N+](=O)[O-])c2ccc(Cl)cc2)n1 (centres undefined) | -2% | x | 4 | u | u | -2% | 28

Assay outcomes (PubChem BioAssay)
